Screening data (PubChem BioAssay)
ERAP1 inh = human ERAP1 aminopeptidase inhibitors, primary screen, biochemical, single point, plate reader; Endoplasmic reticulum aminopeptidase 1 (Homo sapiens), Q9NZ08; recombinant ERAP1, Leu-AMC fluorescence, 60 min; inhibition, % at 10.7 µM; hit rate 0.15% among 340,000;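 active = mean replicate inhibition of at least 30%, or all replicates individually reaching that 30% level; inactive = mean below 30% and not every replicate reaching it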;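 also: 0% = neutral control wells and 100% = L-leucinethiol positive control wells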
Target sequence (Q9NZ08 whole entry, looked up): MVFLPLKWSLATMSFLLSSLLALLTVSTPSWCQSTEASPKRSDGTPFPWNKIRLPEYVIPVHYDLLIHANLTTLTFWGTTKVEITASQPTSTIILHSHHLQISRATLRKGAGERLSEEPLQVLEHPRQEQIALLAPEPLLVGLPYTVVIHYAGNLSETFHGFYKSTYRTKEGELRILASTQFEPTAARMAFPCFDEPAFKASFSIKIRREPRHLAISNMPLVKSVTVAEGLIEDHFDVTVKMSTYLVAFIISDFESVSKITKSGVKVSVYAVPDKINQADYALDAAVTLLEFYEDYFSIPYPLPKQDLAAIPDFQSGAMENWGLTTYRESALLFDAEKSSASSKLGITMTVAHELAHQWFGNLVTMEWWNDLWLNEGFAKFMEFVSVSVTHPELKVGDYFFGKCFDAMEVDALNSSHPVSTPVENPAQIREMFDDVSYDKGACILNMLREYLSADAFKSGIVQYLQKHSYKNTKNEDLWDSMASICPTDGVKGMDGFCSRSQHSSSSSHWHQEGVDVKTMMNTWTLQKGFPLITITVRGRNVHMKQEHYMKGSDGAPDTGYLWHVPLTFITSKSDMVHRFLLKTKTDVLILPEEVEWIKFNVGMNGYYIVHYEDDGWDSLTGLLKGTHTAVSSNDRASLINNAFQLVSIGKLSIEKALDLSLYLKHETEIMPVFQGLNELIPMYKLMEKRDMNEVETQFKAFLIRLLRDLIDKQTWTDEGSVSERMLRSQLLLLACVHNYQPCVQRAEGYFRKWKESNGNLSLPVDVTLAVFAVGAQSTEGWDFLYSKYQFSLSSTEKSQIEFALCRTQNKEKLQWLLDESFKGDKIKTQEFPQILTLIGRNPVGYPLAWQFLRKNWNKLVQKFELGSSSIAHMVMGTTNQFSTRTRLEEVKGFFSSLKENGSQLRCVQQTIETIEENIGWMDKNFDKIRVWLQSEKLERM
Cneo AK release = Cryptococcus neoformans cell lysis inducers, primary screen, AK release luminescence, single concentration; lysis activity, % at 15 µM; C. neoformans lysis, adenylate kinase release luminescence, 4 h; normalised: neutral wells 0, clomiphene wells 100; hit rate 0.2% among 360,000;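 active = mean lysis activity across replicates of at least 80%, whatever share of replicates individually reach that level; inactive = mean lysis activity below 80%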
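Signal: Adenylate kinase release luminescence | Assay system: Log-phase Cryptococcus neoformans yeast cells | Input: Cells at 5 × 10^6 per mL | Buffer or medium: Fresh YPD growth medium | Compound: Single dose | Schedule: Static 4 h at 37 °C with compound, 1 h detection | Controls: Clomiphene | Read-out: Luminescence rise reflecting yeast cell lysis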
LGR2 antag = inhibitors of bursicon-induced LGR2 CRE-luciferase signal, primary screen, cell-based, HEK293, CRE-luciferase reporter, bursicon stimulation. Drosophila bursicon receptor LGR2 (rickets). hit rate 0.35% among 380,000. bursicon-stimulated, 4 h. AID 720647, 2013. inhibition, % at 9.99 µM;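 active = drop in luminescence signal, shown as inhibition above about 50% in the replicate tests, limit read from the data, passing the limit was not always enough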;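 also: agonist challenge used bursicon conditioned medium at about half maximal strength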
PGC1a acetyl inh = inhibitors of PGC1a acetylation signal, primary screen, cell-based, U2OS, AlphaScreen, inhibitor mode. hit rate 0.17% among 350,000. inhibition, % at 15.6 µM. AlphaScreen anti-acetyl-lysine; with virally co-expressed GCN5 acetyltransferase;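 active = every replicate shows inhibition of at least 40%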;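 also: 0% = neutral control wells and 100% = positive control wells; some results beyond the cut were filed as inactive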
XiGFP reactiv = activators of inactive X chromosome reactivation, primary screen, imaging, XiGFP fibroblasts, GFP high-content imaging, set 2. AID 743238, 2013. XiGFP mouse fibroblasts, % GFP-positive cells imaging, 3 d; cells co-treated with 5-aza-dC sensitizer; scaled so ellipticine positive control = 100%. hit rate 0.055% among 360,000. activation, % at 7.58 µM;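 active = mean normalized replicate activation at least 10% and every replicate at or above 10%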;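 also: 0% = median of on-plate neutral control wells and 100% = ellipticine 6 µM median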
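System: 68-5-11 XiGFP fibroblast line | Buffer or medium: DMEM containing 5-aza-dC | Compound: Single point | Times: Compounds 3 days, fix/stain 15 min at room temperature | Benchmarks: Positive control ellipticine, 6 µM final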
S100A4 inh HTS = inhibitors of S100A4-myosin IIA peptide binding, primary screen, biochemical, fluorescence polarization, TAMRA-MyoIIA peptide; Protein S100-A4 (Homo sapiens), P26447; inhibition, % at 10.7 µM; hit rate 0.14% among 360,000;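 active = mean inhibition of at least 70% across replicates, with every replicate also reaching that level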
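System – human S100A4 monomer protein, biochemical binding assay · Buffer or medium – Calcium-containing HEPES buffer, pH 7.2 · Timing – 5 min between mix addition and reading · Also added – TAMRA-labelled myosin IIA heavy-chain peptide probe, 5 nM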
Statin myotox sup = suppressors of statin myotoxicity in C2C12 myotubes, primary screen, cell-based, single point, plate reader | C2C12 myotubes + simvastatin, ATP luminescence, 48 h; scaled: DMSO 0, geranylgeraniol control 100 | hit rate 0.78% among 330,000 | AID 602340, 2012 | rescue of ATP level, % at 7.49 µM;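 active = mean ATP rescue above about 67%, or every replicate alone reaching that limit, limit read from the data, passing the limit was not always enough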;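 also: myotubes were challenged with 10 µM simvastatin during compound exposure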
SIRT5 inh = SIRT5 desuccinylase inhibitors, primary screen, biochemical, fluorescence imaging, single point, set 5; NAD-dependent protein deacylase sirtuin-5, mitochondrial (Homo sapiens), Q9NXA8; Purified SirT5, succinyl-peptide AMC, trypsin-coupled fluorescence; inhibition, % at 15 µM; hit rate 1.1% among 330,000; AID 652115, 2013; in the data active = inhibition above about 15%
The depositor's hits bear a star; x = not tested or not shown; & = joins results of further samples. Some of the compounds tested (hit frequency here may not be typical).

SMILES	XiGFP reactiv	Cneo AK release	ERAP1 inh	SIRT5 inh	PGC1a acetyl inh	LGR2 antag	S100A4 inh HTS	Statin myotox sup
Cc1cc(NC(=O)c2ccc(NC(=O)C(C)Oc3ccccc3)cc2)no1 (configuration not stated)	x	-1	x	x	6	6	x	-23
O=C(NCC(=O)N(Cc1cccs1)C(C(=O)NC1CCCCC1)c1ccco1)c1ccco1 (configuration not stated)	x	1	x	x	-8	11	x	1
O=C(C[C@H]1C/C=C\CCCC(=O)OC[C@H]2CCCN2C1=O)NCCO	-0.1	-5	0	2	-2	-10	-5	0
CCOC(=O)C1CCN(C(=O)c2cc3c(ccc4ccccc43)o2)CC1	0.0	5	-3	0	5	-129	-3	-10
Nc1nc(SCCN2C(=O)c3ccccc3C2=O)n[nH]1	x	1	5	-1	5	1	-2	6
O=C(c1cnc(Cc2c[nH]c3ccccc23)c(I)c1)N1CCOCC1	0.1	-1	x	1	x	-11	2	6
CCCNC(=O)N1[C@H](CO)[C@H](c2ccccc2-c2cccc(OC)c2)[C@@H]1C#N	0.2	x	0	0	3	-3	-2	x
CCCN1CC2(C1)CN(C(=O)CN1CCOCC1)[C@H](CO)c1c2c2ccc(OC)cc2n1C	0.0	x	-5	2	4	-2	1	x

Compounds listed so far containing a furan ring, fused or not, in the order listed:
SMILES	XiGFP reactiv	Cneo AK release	ERAP1 inh	SIRT5 inh	PGC1a acetyl inh	LGR2 antag	S100A4 inh HTS	Statin myotox sup
O=C(NCC(=O)N(Cc1cccs1)C(C(=O)NC1CCCCC1)c1ccco1)c1ccco1 (configuration not stated)	x	1	x	x	-8	11	x	1
CCOC(=O)C1CCN(C(=O)c2cc3c(ccc4ccccc43)o2)CC1	0.0	5	-3	0	5	-129	-3	-10

Carrying on.
SMILES	XiGFP reactiv	Cneo AK release	ERAP1 inh	SIRT5 inh	PGC1a acetyl inh	LGR2 antag	S100A4 inh HTS	Statin myotox sup
O=C(CC1CC1)N1CC(=O)N2[C@H](CO)[C@H](c3ccc(C#Cc4ccccc4)cc3)[C@H]2C1	0.1	x	-1	-1	-6	-2	-2	x
CCc1nc2ccc(C(=O)N(C)C(C)C)cn2c1N(CCC(C)C)CCN(C)C	-0.1	0	-6	-3	10	6	6	-12
COc1ccc(NC(=O)CNC(=O)c2c(C)nn(C)c2Cl)cc1	0.2	2	-1	-3	1	6	1	1
CC(C)NC(=O)N(C)C[C@@H]1Oc2ccc(NC(=O)Cc3cn(C)c4ccccc34)cc2CC(=O)N([C@@H](C)CO)C[C@@H]1C	-0.1	-1	-4	0	2	-2	11	3
COc1ccc(NC(=O)CSc2nnnn2C)cc1	0.4	x	5	-2	x	-14	0	x
Cc1cc2c(Nc3ccc(O)cc3)ncnc2s1	0.0	1	-2	-2	9	-5	-2	-20
O=S(=O)(c1ccc(F)cc1)N1CC[C@@H]2[C@H](CO)Nc3ccc(-c4ccc(F)cc4)cc3[C@@H]21	0.0	0	x	x	-12	17	x	13
N=c1c(C(=O)NCCN2CCOCC2)cc2c(=O)n3ccccc3nc2n1CCc1ccccc1	0.1	-1	51*	-16	1	19	13	-4
CCCc1nnc(NC(=O)CCC(=O)N2CCC(Cc3ccccc3)CC2)s1	0.0	0	3	-1	-9	-4	2	7
Cc1nnc(NC(=O)C2=COCCO2)s1	-0.1	0	1	-7	-1	1	11	-6
CN(C)CCN(Cc1ccco1)C(=O)c1oc2ccccc2c1NC(=O)COc1ccccc1	0.0	12	0	-2	-3	2	-4	1
COc1ccc(CN2C(=O)C(Cc3ccccc3)Nc3ncnc(N4CCOCC4)c32)cc1 (configuration not stated)	0.0	-1&0	-3	0	23&4	-13	-2	-1&-2
CC(C)CC#Cc1ccc2c(c1)O[C@@H](CN(C)C(=O)C1CCOCC1)[C@@H](C)CN([C@H](C)CO)S2(=O)=O	-1.0	-8	-5	1	-10	4	5	58
COc1cccc(C(=O)Nc2ccc3c(c2)C(=O)N(C)[C@H]2CC[C@H](CC(=O)NCc4ccccc4F)O[C@@H]2CO3)c1	0.7	-1	x	12	-3	4	21	16
O=C(NNc1cc(Br)c(O)c(Br)c1)c1ccccc1	0.1	x	-8	1	x	x	1	x
CCN(CC(=O)NCCN1CCOCC1)S(=O)(=O)c1ccc(F)cc1	0.4	x	-3	-2	x	11	-1	1

Marked active in ERAP1 inh, of those listed so far:
SMILES	ERAP1 inh	SIRT5 inh	PGC1a acetyl inh	LGR2 antag	S100A4 inh HTS
N=c1c(C(=O)NCCN2CCOCC2)cc2c(=O)n3ccccc3nc2n1CCc1ccccc1	51*	-16	1	19	13

The listing picks up; the two compounds before the break are reprinted first.
SMILES	XiGFP reactiv	Cneo AK release	ERAP1 inh	SIRT5 inh	PGC1a acetyl inh	LGR2 antag	S100A4 inh HTS	Statin myotox sup
O=C(NNc1cc(Br)c(O)c(Br)c1)c1ccccc1	0.1	x	-8	1	x	x	1	x
CCN(CC(=O)NCCN1CCOCC1)S(=O)(=O)c1ccc(F)cc1	0.4	x	-3	-2	x	11	-1	1
O=C(NC[C@H]1CC[C@H]2[C@H](CN2Cc2cccc(Cl)c2)O1)C1CCOCC1	x	x	-1	-4	-6	x	-4	x
Cc1nc2cc(NS(=O)(=O)c3ccccc3F)ccc2s1	-0.1	-1	-2	-1	-2	6	0	x
S=C(NCc1ccco1)Nc1ccccc1Cl	0.0	-1	4	0	1	-18	4	-3
COc1ccccc1C1=NOC(CN2C(=O)c3ccccc3S2(=O)=O)C1 (configuration not stated)	-0.2	x	x	-2	11	-85	4	x
CCCNC(=O)N1[C@H](CO)[C@@H](c2ccccc2C2=CCCC2)[C@@H]1C#N	0.1	x	-2	3	-1	13	-7	x
C[C@@H]1CN([C@H](C)CO)C(=O)Cc2cc(NC(=O)C3CC3)ccc2O[C@H]1CN(C)S(=O)(=O)c1ccccc1	-0.5	53	4	2	2	2	7	35
O=C(N/N=C/c1ccc(OCc2ccc(F)cc2)cc1)c1ccccc1	0.2	x	5	0	x	-48	-14	x
COc1ccccc1NCCC(=O)OCC(=O)NC1CCCCCC1	-0.1	-1	1	0	-3	x	2	4
CCN(CC)S(=O)(=O)c1cc(NC(=O)C(C)N(C)CC(=O)Nc2c(C)cccc2C)ccc1C (configuration not stated)	0.0	1	x	x	-2	6	x	x
COc1ccc(CCNC(=O)c2ccc(CN3CCC(Cc4ccccc4)CC3)cc2)cc1OC	-0.1	x	7	-2	x	6	6	x
CCN(CCC(=O)Nc1cc(OC)ccc1OC)Cc1ccccc1	-0.1	x	25	0	x	x	10	x
O=C(C[C@H]1C=C[C@H](NC(=O)c2ccc(F)cc2)[C@H](CO)O1)NCc1ccncn1	-0.4	4	1	7	-35	5	116*	9
O=C(C[C@@H]1CC[C@@H]2[C@H](COC[C@H](O)CN2S(=O)(=O)c2cccc(Cl)c2)O1)NCc1ccncn1	0.0	-2	0	9	-2	0	5	9
CCC1=NN(C(=O)c2ccccc2[N+](=O)[O-])C(O)(c2ccccc2)C1 (configuration not stated)	0.0	-1	-3	-4	-5	-5	1	-14
C[C@@H]1CN([C@@H](C)CO)C(=O)c2cc(N(C)C)ccc2O[C@H]1CN(C)Cc1ccc(Oc2ccccc2)cc1	0.2	-5	1	2	-5	-10	-25	44
Cc1ccc(C)c(S(=O)(=O)NCC(c2ccco2)N2CCc3ccccc3C2)c1 (configuration not stated)	0.0	-3	-3	2	x	-12	-6	18
CC(SC#N)C(=O)C12CC3CC(CC(C3)C1)C2 (configuration not stated)	0.1	x	-2	-2	x	x	-3	x
COc1ccc(CN2CCC2(C)C(=O)Nc2cccc(NS(C)(=O)=O)c2)c2ccccc12 (configuration not stated)	0.0	0	2	4	5	-13	-4	-4
COC(=O)c1ccc(Cn2nnc3c(=O)[nH]c(C4CCCN(S(=O)(=O)c5ccccc5Cl)C4)nc32)cc1 (configuration not stated)	0.5	0	1	-2	-5	-41	3	0
CO[C@@H]1CN(C)C(=O)c2ccc(NC(=O)Nc3cccc(F)c3)cc2OC[C@H](C)NC[C@H]1C	0.4&0.2	-1	-13	3	5	8	0	1
COCCn1nnnc1C(c1cccc(C#N)c1)N1CCCCCC1 (configuration not stated)	x	1	2	6	3	8	-5	-8
COc1ccc(CNC(=O)C2CCN(S(=O)(=O)N3CCCC3)CC2)cc1	0.0	1	-1	3	19	-1	-4	8
COc1ccc(-n2c(Cc3cc(=O)[nH]c(=O)[nH]3)nnc2SCC(=O)N2CCCC2)cc1	0.2	3	x	x	0	27	1	-10
O=C(N[C@H]1CC[C@@H](CCNS(=O)(=O)c2ccc(F)cc2)O[C@H]1CO)C1CCC1	0.0	0	-1	-5	0	3	0	5
C[C@@H]1CN([C@H](C)CO)C(=O)c2cc(NC(=O)Cc3ccccc3)ccc2O[C@H]1CN(C)S(C)(=O)=O	-0.2	-3	6	-2	10	21	2	-19
COC(=O)CN1C(=O)Nc2ccc(Cl)cc2C1c1ccccc1 (configuration not stated)	-0.1	11	3	-4	-1	8	-5	-3
